Cardio protect: myocardial damage modulation in H9c2 cells. H9c2 cardiomyocytes, H2O2 injury protection, ATPLite, 2 h. protection from H2O2 cell death, % at 20 µM. hit rate 0.63% among 360,000;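 active = compounds giving at least 50% protection of heart cells from peroxide-induced death in the single-dose screen, raw or plate-pattern-corrected value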;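 also: 0% = DMSO wells with peroxide and 100% = DMSO wells without peroxide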
MC4R antagonist: blocks human MC4R cAMP signaling | P32245 | hit rate 0.48% among 360,000 | inhibition, % at 6.5 µM | AID 540295 | MC4R-expressing cells, MTII-stimulated cAMP, LANCE TR-FRET;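 active = inhibition above its plate's cutoff, the mean of tested wells on that plate plus 3 SD, cut at about 29% in these data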;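 also: 0% = Melanotan II alone and 100% = Melanotan II plus saturating MCL0020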
Target sequence (P32245 whole entry, looked up): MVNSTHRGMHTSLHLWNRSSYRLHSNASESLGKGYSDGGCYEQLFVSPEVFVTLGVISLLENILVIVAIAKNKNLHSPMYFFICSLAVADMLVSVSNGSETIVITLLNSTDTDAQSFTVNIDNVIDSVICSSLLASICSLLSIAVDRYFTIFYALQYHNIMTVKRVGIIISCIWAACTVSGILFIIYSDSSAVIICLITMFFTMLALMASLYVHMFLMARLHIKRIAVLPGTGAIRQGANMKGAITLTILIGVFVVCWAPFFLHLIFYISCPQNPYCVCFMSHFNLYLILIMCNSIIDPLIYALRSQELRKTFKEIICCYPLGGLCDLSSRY
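System: U2OS cells stably expressing human melanocortin 4 receptor (MC4R). Reagent: Melanotan II challenge after compound preincubation. Doses: 6.5 µM. Times: 30-min compound, 1-h challenge, 1-h detection, room temperature. Measured by: TR-FRET with Eu-cAMP and labeled anti-cAMP, 671 nm. Replicates: singlicate.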
iPSC survival up: enhancers of human iPSC single-cell survival. hiPSC single-cell survival, ATPlite luminescence; 100% = ROCK inhibitor wells, 0% = DMSO. survival enhancement, % at 20 µM. hit rate 0.044% among 360,000; in the data active = survival enhancement above about 18%;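 also: cells exposed to compounds for 16 hours before the ATP read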
aDG glyco up: alpha-DG glycosylation activation; hit rate 0.22% among 360,000; Pro5-aDG cells, alpha-DG glycosylation AlphaScreen (IIH6); 0% Pro5, 100% B10-LARGE cell signal; activation, % at 10 µM;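 active = activation of at least 8% versus controls, or a plate z-score of at least 8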;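 also: Pro5 are CHO cells carrying HIG-tagged alpha-DG that lacks glycosylation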
ABHD5 PLIN5 PPI: ABHD5-PLIN5 protein interaction inhibition; hit rate 0.78% among 360,000; Split G. princeps luciferase complementation, luminescence, 4 h; inhibition, % at 4 µM;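 active = inhibition above the mean inhibition across every tested compound plus 3 SD, cut at about 22% in these data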;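 also: 0% = DMSO only wells and the 100% control is not disclosed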
N-glyco inh: blocks N-linked glycosylation in D54 reporter cells; reporter increase, % at 12.5 µM; D54 ERlucT glycosylation luciferase reporter, 24 h; percent of 100 nM tunicamycin response; hit rate 0.23% among 360,000; AID 588692;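 active = mean luciferase reporter signal, scaled so untreated is 0 and the glycosylation-blocking control 100, at or above a set limit in every replicate; inconclusive = mean reaches the limit but not every replicate does; inactive = mean below the limit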;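 also: luciferase carries N-glycosylation sites so blocking glycosylation raises the light; 0% = median of neutral control wells and 100% = median of 100 nM tunicamycin wells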
m5-HT2A agonist: agonists of mouse serotonin 5-HT2A receptor (HTR2A). hit rate 0.66% among 360,000. activation, % at 7.6 µM. P35363. CHO-K1 mHTR2A beta-arrestin complementation, luminescence; percent of 30 µM serotonin response;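 active = activation above a run cutoff, the mean activation of all tested compounds plus 3 SD, cut at about 14% in these data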;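 also: 0% = plate median of compound wells and 100% = 30 µM serotonin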
Target sequence (P35363 whole entry, looked up): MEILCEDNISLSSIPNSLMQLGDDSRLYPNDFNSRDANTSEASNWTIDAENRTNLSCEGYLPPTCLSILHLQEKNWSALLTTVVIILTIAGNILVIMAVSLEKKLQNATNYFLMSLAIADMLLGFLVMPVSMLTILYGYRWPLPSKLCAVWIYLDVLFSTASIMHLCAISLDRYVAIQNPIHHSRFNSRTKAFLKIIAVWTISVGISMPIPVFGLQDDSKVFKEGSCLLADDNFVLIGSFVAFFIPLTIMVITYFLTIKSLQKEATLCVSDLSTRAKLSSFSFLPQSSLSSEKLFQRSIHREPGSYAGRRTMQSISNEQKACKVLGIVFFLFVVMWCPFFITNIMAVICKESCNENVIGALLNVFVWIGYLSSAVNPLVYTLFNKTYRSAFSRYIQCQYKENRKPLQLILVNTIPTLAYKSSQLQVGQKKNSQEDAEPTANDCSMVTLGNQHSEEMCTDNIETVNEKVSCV
MC4R ag barr: activates human MC4R beta-arrestin recruitment; P32245; U2OS MC4R beta-arrestin complementation, luminescence; percent of melanotan II response, DMSO zero; activation, % at 8.9 µM; hit rate 0.98% among 360,000;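 active = activation above a per-plate cutoff, the mean activation of sample wells on that plate plus 3 SD, cut at about 8% in these data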
ABCB6 inh 2: inhibitors of human ABC transporter ABCB6; K562-ABCB6 porphyrin accumulation, flow cytometry, 1 h; stronger effect = lower value; fluorescence ratio to DMSO, % at 10 µM; hit rate 0.19% among 360,000;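 active = fluorescence ratio to DMSO below 75%, the collection mean minus 3 SD; inconclusive = too few cells collected in the well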;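 also: signal is porphyrin accumulated inside mitochondria; 100% equals median channel fluorescence of DMSO control wells; lower ratio means ABCB6 inhibition with less porphyrin fluorescence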
Granule exo inh: blocks lytic granule exocytosis; AID 651702; TALL-104 LAMP-1 surface exposure, flow cytometry; cells stimulated with thapsigargin and PMA; hit rate 0.66% among 360,000; inhibition, % at 10 µM;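 active = inhibition above about 55%, limit read from the data; inconclusive = no clear call, values can overlap the other calls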
Active calls of the source: *; ? = inconclusive; / = no result given.

SMILES | Cardio protect | MC4R antagonist | iPSC survival up | aDG glyco up | ABHD5 PLIN5 PPI | N-glyco inh | m5-HT2A agonist | MC4R ag barr | ABCB6 inh 2 | Granule exo inh
CCOC(=O)c1cccc(NC(=O)C2CCN(S(=O)(=O)c3cnc[nH]3)CC2)c1 | 7.1 | 2.3 | 1.4 | -0.1 | 5.0 | 0.7 | 4.2 | -0.7 | 96.0 | -1.1
CC(C)c1ccc(CNc2nc3nc4c(c(=O)n3[nH]2)CCC4)cc1 | -5.6 | -2.4 | 1.0 | 0.1 | 3.9 | 0.1 | 5.1 | -0.9 | 108.0 | -1.1
CCN(CC)C(=O)Cn1cc(C(=O)C(=O)NCc2cccnc2)c2ccccc21 | -7.0 | 5.4 | -0.3 | -0.3 | -11.8 | 0.9 | -3.4 | -3.5 | 103.0 | 0.6
CCCCc1nc2cc(C(=O)N3CCCCC3CC(=O)OCC)ccc2o1 (stereo unspecified) | -2.0 | 0.3 | -0.2 | 0.3 | 6.1 | -1.5 | 2.0 | 0.1 | 95.0 | 0.2
COC(=O)c1ccccc1COc1cccn2c(N(C)CC3CC3)c(C)nc12 | -9.3 | -10.1 | -1.0 | 1.4 | 14.4 | -5.9 | -10.3 | 0.5 | 93.0 | 12.7
Cc1cccc(NC(=O)CCNC(=O)c2ccccc2)c1 | -3.3 | 25.5 | -0.6 | 0.0 | 7.6 | 2.8 | -3.0 | -3.7 | 100.0 | -13.2
CC(Sc1ccccc1)C(=O)Nc1ccc(S(=O)(=O)N2CCOCC2)cc1 (stereo unspecified) | -8.5 | 1.2 | 3.4 | 1.3 | -2.7 | -1.6 | -1.6 | 0.0 | 110.0 | -0.5
CSc1ncccc1C(=O)OCC(=O)c1cccs1 | -2.7 | 5.9 | 1.3 | -0.3 | 2.0 | -1.7 | -0.1 | -2.0 | 98.0 | -4.4
COC(=O)CSc1nc(C)c(C(=O)Nc2ccccc2C)c(-c2ccc(Cl)cc2)c1C#N | 3.9 | 14.9 | 0.1 | 0.7 | 2.5 | 0.0 | 1.1 | 0.6 | 99.0 | 4.9
[O-][N+](=C(c1ccccc1)c1ccccc1)c1ccccc1 | 2.7 | -1.2 | -0.6 | -0.3 | -10.6 | 0.0 | -1.1 | -1.2 | 94.0 | -11.5
COc1cc(-c2nc3cnccn3c2Nc2ccc3c(c2)OCCO3)ccc1O | 45.2 | 1.6 | -0.9 | -0.2 | 8.3 | / | 0.7 | -2.6 | 102.0 | 0.7
COc1cc(C2NC(=O)CCC2[N+](=O)[O-])cc(Br)c1OC (stereo unspecified) | 3.6 | 14.0 | -0.7 | 0.0 | -1.3 | 0.5 | -0.5 | -1.6 | 97.0 | 6.7
COC(=O)c1cc(C#N)c(Oc2ccccc2)nc1C | -0.2 | 4.8 | -0.2 | 0.1 | -1.2 | 1.5 | -5.2 | -1.1 | 104.0 | 0.8
CCn1c(SCC(=O)Nc2oc(C)c3c(C)n[nH]c(=O)c23)nnc1-c1ccco1 | 0.5 | 4.0 | 4.2 | 0.1 | 3.1 | 0.8 | 5.6 | 0.8 | 101.0 | -9.7
CN(C)/C=N/c1cc(=O)n(Cc2ccccc2)c(=O)n1C | 1.0 | 2.1 | 0.7 | -0.1 | 1.4 | 0.9 | 1.4 | -0.2 | 93.0 | -2.3
COc1ccc(C2CC(c3ccc(OC)c(OC)c3)=NN2C(=O)c2ccccc2)cc1 (stereo unspecified) | -1.0 | 8.6 | 0.1 | 0.0 | 4.0 | -2.0 | 2.9 | -1.6 | 95.0 | -23.8
COc1ccc(CNC(=O)c2onc(C)c2Cl)cc1 | 3.0 | 10.9 | -2.1 | -0.1 | 2.3 | -1.2 | -2.0 | 0.2 | 103.0 | -0.2
CCN1CCN(CCNC(=O)Nc2ccc([N+](=O)[O-])cc2)CC1 | -4.0 | 13.0 | 0.1 | 0.3 | -7.3 | 2.2 | 1.3 | -2.4 | 96.0 | -2.2
N#CCCN(Cc1cccnc1)C(=S)Nc1ccc(OC(F)F)cc1 | 4.5 | -1.1 | -1.2 | -0.1 | -3.0 | 1.8 | 3.7 | -1.6 | 95.0 | 0.0
O=c1[nH]n(Cc2ccccc2)c(=O)c2ccccc12 | 56.5* | 1.7 | -2.8 | -0.1 | 4.8 | 1.7 | 2.5 | -0.1 | 99.0 | 4.0
O=C(/C=C/c1cccnc1)c1ccc(O)cc1 | 2.8 | -20.1 | -0.7 | 0.3 | 29.1* | 9.3 | 2.0 | -2.4 | 95.0 | -6.5
COc1ccc(-n2ncc3c2CC(C)(C)CC3NC(=O)CCn2nc(C)cc2C)cc1 (stereo unspecified) | 3.8 | 4.5 | 0.5 | -0.1 | -7.9 | -2.4 | -6.4 | 0.8 | 98.0 | -6.6
CCCCn1c(N)c(N(CCOC)C(=O)c2cc3c(s2)CCCCC3)c(=O)[nH]c1=O | 3.1 | 2.2 | 1.4 | 0.2 | 0.9 | 3.1 | -6.8 | -1.6 | 98.0 | -1.2
COc1ccc(CN2CC(=O)N(c3ccc(C)c(C)c3)C2=S)cc1OC | -1.1 | -3.4 | -0.8 | -0.1 | -0.2 | -0.8 | -0.8 | -0.6 | 98.0 | -0.4
CCn1c(=O)c([N+](=O)[O-])c(NCc2ccc3c(c2)OCO3)c2ccccc21 | -4.0 | 1.5 | -0.6 | 0.0 | -0.7 | -2.1 | -9.0 | 0.0 | 105.0 | 7.7
CCCC(=O)Oc1ccc(N(C(=O)CCC)S(=O)(=O)c2cccc([N+](=O)[O-])c2)cc1 | -8.9 | -3.9 | -0.1 | -0.2 | 1.1 | 6.1 | 1.3 | 1.9 | 102.0 | 0.3
N#C/C(=C\c1cn[nH]c1-c1ccc(Cl)cc1)C(=O)NCc1ccccc1 | -7.2 | -2.0 | -3.2 | -0.4 | 3.2 | -3.3 | -5.2 | 1.2 | 104.0 | 1.2
O=c1c2c([N+](=O)[O-])cc([N+](=O)[O-])cc2nc2ccccn12 | 8.9 | -3.1 | 0.3 | 0.0 | 0.4 | 1.8 | 0.8 | -1.7 | 103.0 | 2.9
CCc1cccc(C)c1NC(=O)CO/N=C(\C)c1cc2ccccc2o1 | -10.5 | 11.6 | 3.2 | 0.2 | -3.8 | -0.8 | -6.9 | 1.8 | 99.0 | -5.5
O=C(N/N=C/c1cccnc1)C(O)c1ccccc1 (stereo unspecified) | 5.7 | -3.0 | -1.0 | -0.2 | 2.9 | 1.2 | -0.5 | 0.4 | 99.0 | -4.0
COc1cc(F)c(C2=CC(=O)C[C@H](c3ccc4c(c3)OCO4)C2)cc1F | -4.3 | -0.2 | 3.7 | -0.3 | -5.8 | -0.6 | -3.8 | -1.0 | 97.0 | 33.4
C/C(CC(=O)Nc1cccc(Cl)c1Cl)=N\NC(=O)c1ccccc1C | 1.7 | 29.0* | -0.6 | -0.4 | 11.7 | -1.0 | 4.7 | 0.8 | 94.0 | -1.3
CCOc1cc(NC(=S)NCC2CCCO2)c(OCC)cc1NC(=O)CC (stereo unspecified) | -1.8 | -2.3 | -0.5 | -0.1 | 0.4 | -0.1 | 2.5 | -1.2 | 102.0 | -2.2
COc1ccc(N2C(=O)N3[C@H](c4ccc(Br)cc4)[C@@H]4C(=O)N(C(C)(C)C)C(=O)[C@@H]4[C@]3(Cc3ccccc3)C2=O)cc1 | 15.8 | 2.9 | -2.6 | 0.0 | -4.9 | -0.7 | -5.3 | -2.2 | 91.0 | 1.0
C=C[C@@]1(C)CC(=O)[C@]2(O)[C@@]3(C)[C@@H](O)CCC(C)(C)[C@@H]3[C@H](OC(C)=O)[C@H](O)[C@@]2(C)O1 | 8.8 | -44.4 | -1.1 | -0.2 | -3.8 | 1.3 | 3.7 | 1.3 | 95.0 | -2.5
Cc1onc(-c2ccccc2)c1C(=O)NC(=S)NNC(=O)c1ccc(O)cc1O | 51.4* | 27.8 | -0.2 | 0.4 | -0.8 | -11.2 | 0.7 | 0.5 | 99.0 | 1.0
O=C(O)CCNC(=O)/C(=C\C=C\c1ccccc1)NC(=O)c1ccccc1 | 6.9 | -10.5 | 0.4 | -0.1 | -3.2 | -0.2 | -1.2 | -1.7 | 98.0 | 10.2
Cc1nn(-c2ccc(C(=O)O)cc2)c2c1C(=O)CC(C)(C)C2 | 6.3 | -7.7 | -0.3 | -0.1 | 3.7 | 0.1 | 11.0 | -1.0 | 96.0 | 4.3
CC1CN(C2=Nc3cccc4cccc2c34)CC(C)O1 (stereo unspecified) | 1.1 | -20.6 | -0.5 | 0.1 | 9.8 | 3.1 | -0.4 | 0.3 | 94.0 | -7.8
COc1ccccc1CNC(=O)c1cc(-c2ccccc2C)n(CC2CC(c3cccc([N+](=O)[O-])c3)=NO2)n1 (stereo unspecified) | 1.5 | 7.0 | -3.5 | 0.5 | -8.3 | -6.5 | -5.7 | -1.4 | 98.0 | 10.9
O=C(c1cccs1)N1CCC(c2nc3c(nnn3Cc3cccc(Cl)c3)c(=O)[nH]2)CC1 | 6.9 | 3.8 | 0.2 | 0.0 | 3.1 | ? | -8.5 | 1.0 | 101.0 | 9.5
COc1ccccc1C(=O)N1CCN(Cc2ccc3c(c2)OCO3)CC1 | -6.9 | 10.5 | 0.1 | -0.1 | -1.2 | -5.6 | -3.1 | 1.8 | 95.0 | 1.4
COc1ccc(NC(=O)COc2ccc(C(=O)OCC(=O)N(C(C)C)C(C)C)cc2OC)cc1 | -1.1 | 27.7 | -1.4 | 0.4 | 5.1 | 0.0 | -2.5 | 1.1 | 100.0 | 5.2
CCc1ccc(N=CC23c4ccccc4C(c4ccccc42)C2C(=O)N(c4ccc(OC)cc4)C(=O)C23)cc1 (stereo unspecified) | 0.9 | -1.6 | -2.5 | 0.3 | 0.7 | 0.6 | -4.2 | 4.8 | 96.0 | -3.3
C=C(C)CC1N(c2cccc(OC)c2)C(=O)C2C(C(=O)O)C3C=CC21O3 (stereo unspecified) | -1.3 | 8.2 | -0.6 | -0.1 | 5.7 | 2.0 | 0.2 | 0.0 | 99.0 | -4.9
COc1cc(Cl)c(C)cc1NC(=O)CCNC(=O)c1ccco1 | 12.9 | -1.4 | -0.6 | 0.0 | 6.2 | 1.3 | 8.5 | -1.1 | 86.0 | 2.3
O=C(COC(=O)c1ccccc1NC(=O)c1ccco1)NCC1CCCCC1 | 7.2 | 13.5 | 0.7 | 0.4 | 0.0 | 0.5 | -3.8 | 1.1 | 89.0 | 2.9
COc1cccc(NC(=S)N2CCN(C(c3ccccc3)c3ccccc3)CC2)c1 | -3.4 | -7.9 | 1.4 | 0.0 | -13.9 | -0.1 | -3.2 | -0.6 | 104.0 | -2.5

Bioassay records (PubChem)

Outcome played no part in choosing rows; about 4.5% have a hit in one of these screens.
